Neddyl block – cullin neddylation inhibition | P61081+Q13564 | TR-FRET cullin neddylation, biochemical | calls only at 25 µM | actives 0.58% (n = 360,000); in the data active = inhibition above about 36%
SUMO1-SIM PPI – SUMO1-SIM interaction modulation. P63165. SUMO1 binding to a labelled peptide, TR-FRET, 1 h. inhibition, % at 20 µM. actives 0.33% (n = 360,000). AID 602429; in the data active = inhibition above about 37%
Rpn11 block – Rpn11 (human) deubiquitinase inhibition | O00487 | actives 0.59% (n = 360,000) | human 26S proteasome, Ub4-pepOG fluorescence polarization; 20S core pre-blocked with epoxomicin | calls only at 20 µM;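 active = inhibition at 20 µM, scaled to each plate's controls, above about 33%, limit read from the data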
DNMT1 inh – inhibitors of human DNMT1; inhibition (reported as % activation of signal), % at 10 µM; P26358; DNMT1 molecular beacon, Hinp1I cleavage, fluorescence; actives 0.83% (n = 360,000); in the data active = inhibition above about 50%
Target sequence (P26358 504-1616 limits assumed): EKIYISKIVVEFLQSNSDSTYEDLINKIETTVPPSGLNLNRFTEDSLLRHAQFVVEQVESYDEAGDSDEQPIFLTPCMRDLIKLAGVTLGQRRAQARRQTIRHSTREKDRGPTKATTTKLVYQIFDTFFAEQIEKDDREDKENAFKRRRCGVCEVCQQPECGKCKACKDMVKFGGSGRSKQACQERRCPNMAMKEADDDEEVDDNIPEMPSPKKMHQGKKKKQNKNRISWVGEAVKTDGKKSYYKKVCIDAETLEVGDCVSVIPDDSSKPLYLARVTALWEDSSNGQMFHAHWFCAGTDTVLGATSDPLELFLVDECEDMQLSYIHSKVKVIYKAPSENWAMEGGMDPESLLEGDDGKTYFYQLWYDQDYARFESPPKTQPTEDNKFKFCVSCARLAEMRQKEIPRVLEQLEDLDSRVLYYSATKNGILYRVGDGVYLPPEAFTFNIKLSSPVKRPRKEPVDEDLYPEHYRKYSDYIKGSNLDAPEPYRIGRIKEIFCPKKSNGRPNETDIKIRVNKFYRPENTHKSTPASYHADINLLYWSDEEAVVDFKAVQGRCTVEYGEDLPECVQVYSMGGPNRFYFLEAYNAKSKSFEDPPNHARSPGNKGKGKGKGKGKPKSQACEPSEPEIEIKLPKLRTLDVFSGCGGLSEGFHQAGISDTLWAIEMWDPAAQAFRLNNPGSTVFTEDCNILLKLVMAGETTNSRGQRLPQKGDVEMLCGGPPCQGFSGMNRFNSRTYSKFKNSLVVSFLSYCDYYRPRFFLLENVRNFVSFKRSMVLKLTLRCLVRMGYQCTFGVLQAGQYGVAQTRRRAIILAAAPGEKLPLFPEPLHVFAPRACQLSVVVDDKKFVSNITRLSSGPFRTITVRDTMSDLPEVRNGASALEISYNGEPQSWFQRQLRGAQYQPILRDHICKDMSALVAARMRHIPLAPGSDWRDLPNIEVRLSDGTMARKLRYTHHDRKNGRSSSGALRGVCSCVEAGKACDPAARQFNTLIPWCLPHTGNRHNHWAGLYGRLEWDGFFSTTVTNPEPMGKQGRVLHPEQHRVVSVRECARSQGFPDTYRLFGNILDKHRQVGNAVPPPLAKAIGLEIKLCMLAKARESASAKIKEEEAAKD
STEP inh – inhibitors of human striatal-enriched phosphatase STEP; P54829; recombinant STEP, OMFP fluorogenic substrate, fluorescence; inhibition, % at 20 µM; actives 0.25% (n = 360,000);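 active = inhibition at 20 µM, scaled per plate between control wells, above about 37%, limit read from the data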;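 also: 0% = DMSO with enzyme and substrate and 100% = substrate only without enzyme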
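System: STEP (striatal-enriched tyrosine phosphatase) enzyme, cell-free; medium: Bis-Tris pH 6.0 buffer with DTT, detergent; dosing: 20 µM, 1% DMSO; times: reaction 20 min, ambient temperature; detection: fluorescence, 480/540 nm; read-out basis: normalized % inhibition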
NadD block – blocks S. aureus nicotinate mononucleotide adenylyltransferase. purified NadD enzyme, colorimetric absorbance read-out. inhibition, % at 20 µM. actives 0.78% (n = 360,000). AID 602399; in the data active = inhibition above about 26%; also: some compounds past the cut are filed as inactive
CSN inh – CSN deneddylation inhibition; Q92905; AID 651999; actives 0.38% (n = 360,000); Purified CSN, SCF-Nedd8-OG deneddylation, fluorescence polarization; inhibition, % at 12.5 µM;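 active = pattern-corrected inhibition above about 35%, with an unprinted fluorescence ratio check between 0.5 and 1.5, limit read from the data, passing the limit was not always enough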;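 also: 0% = enzyme with substrate and 100% = substrate without enzyme; some results filed as inactive read as strong as hits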
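Schedule: reaction 90 min, room temperature / Assay system: HEK293T-derived human Csn5 enzyme / Input: Csn5 at 0.24 nM final / Measure: inhibition of Csn5 cleavage, % / Control set: substrate-only high control, full reaction low control / Technique: fluorescence polarization of the substrate / Buffer or medium: Tris/NaCl/DTT buffer, pH 7.5 / Reagent: SCFSkp2-Nedd8OG substrate at 10 nM final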
Scp1 inh – blocks human Scp-1 phosphatase activity; Q9GZU7; Recombinant Scp1, phosphopeptide, malachite green phosphate absorbance; inhibition, % at 20 µM; actives 0.88% (n = 340,000); AID 493091;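 active = inhibition above about 50% at 20 µM, limit read from the data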;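 also: plate controls were DMSO wells with enzyme for no effect and wells lacking enzyme for full effect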
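System: truncated SCP-1 phosphatase (76-261aa); medium: Tris acetate buffer pH 5.5 with MgCl2 and Tween-20; incubation: 45 min room-temperature reaction, 5 min colour, 30 min stabiliser; compound: single 20 µM dose, 1% DMSO; reagent: Phosphorylated 17-residue peptide substrate; read-out: % inhibition at 20 µM; technique: colorimetric free-phosphate detection, absorbance 630 nm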
Rin1-Abl PPI inh – inhibitors of human Rin1-Abl protein interaction; inhibition, % at 7.35 µM; P00519+Q13671; TR-FRET Rin1/Abl binding, biochemical; AID 588664; actives 0.4% (n = 360,000); in the data active = inhibition above about 5%, passing the limit was not always enough
LMPTP block – blocks human LMPTP phosphatase; AID 651560; P24666; inhibition, % at 20 µM; actives 0.22% (n = 360,000); recombinant LMPTP-A, OMFP fluorogenic substrate, fluorescence intensity;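 active = compounds that cut the enzyme signal by at least half of the control window in the single-dose screen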;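 also: plate controls were DMSO wells with enzyme plus substrate for no effect and substrate without enzyme for full effect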
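Test system: LMPTP-A phosphatase enzyme. Amount: LMPTP-A at 0.625 nM final in the reaction. Reagent: OMFP substrate, 400 µM final. Times: 50 min at room temperature. Signal: endpoint fluorescence intensity from OMFP dephosphorylation. Read-out basis: % inhibition. Benchmarks: no-enzyme and uninhibited controls.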
* hit, by the source's call; i = inactive; x = no result given; + = active, no number.

Values in the order – Neddyl block | SUMO1-SIM PPI | Rpn11 block | DNMT1 inh | STEP inh | NadD block | CSN inh | Scp1 inh | Rin1-Abl PPI inh | LMPTP block
- CCCCCOc1ccc(C(C)(O)C(CN2CCOCC2)c2ccccc2)cc1 (configuration not stated)
  i | -3 | i | 5 | -2 | -8 | -5 | -8 | -1 | 0.8
- O=S(=O)(NCc1cc(-c2ccccc2Cl)no1)c1ccc(Cl)cc1
  i | 3 | i | -2 | 4 | -11 | -2 | -6 | 3 | 0.8
- CC(C)(C)C1CCc2nc(NC(=O)Cc3cn4ccsc4n3)sc2C1 (configuration not stated)
  i | -5 | i | -8 | -2 | 16 | 0 | 6 | 1 | 3.9
- c1ccc(CN2CC[C@@H](Nc3nccn4ccnc34)C2)cc1
  i | 4 | i | -1 | -2 | 3 | -2 | x | -3 | -2.7
- Cc1ccc(S(=O)(=O)NCCC(=O)NCCc2ccccc2)cc1
  i | 0 | i | 1 | -2 | -5 | 2 | -3 | 4 | -3.1
- O=C(/C=C/c1ccccc1F)c1ccoc1
  i | 0 | i | 2 | 4 | 1 | 8 | -3 | 2 | 0.8
- Cc1c(C(=O)NNC(=O)c2cccnc2)cccc1[N+](=O)[O-]
  i | -14 | i | 5 | 0 | -3 | 3 | -2 | 2 | -2.8
- CCCc1cc(=O)[nH]c(SCC(=O)Nc2ccc(C)cc2)n1
  i | 4 | i | 0 | 0 | -6 | 10 | -1 | 2 | -0.3
- CC1(C)CC(=O)C=C(c2ccc(COC(=O)Cc3ccccc3)cc2)C1=O
  i | -31 | i | -2 | 2 | 3 | 1 | x | 1 | 1.1
- CCC(C)NC(=O)c1cc2cc3ccc(OC)cc3nc2o1 (configuration not stated)
  x | -28 | i | 2 | -2 | -10 | -1 | -15 | 1 | 0.8
- C=C(C)c1ccc(C(C)(C)NC(=O)N2CCN(C)CC2)cc1
  i | 1 | i | 2 | 2 | 0 | -3 | 0 | 2 | -2.9
- O=C(NCc1ccccn1)c1cn(Cc2ccccc2)nn1
  i | 2 | i | 3 | -3 | 1 | -1 | 0 | -1 | -0.2
- COC(=O)CN1C(c2ccc(Cl)cc2)=Nc2ccc(Cl)cc2C1c1ccccc1 (configuration not stated)
  i | 0 | i | 0 | 2 | 8 | -9 | 1 | 0 | 3.9
- NC(=O)Cn1cc(/C=N/NC(=O)c2ccc(Cn3cc(Cl)cn3)o2)c(-c2ccccc2)n1
  i | -2 | i | -4 | 0 | -8 | 3 | -5 | -1 | 0.3
- Cc1ccccc1NC(=O)c1ccc2c(c1)CCN2S(C)(=O)=O
  i | 1 | i | -6 | -4 | -10 | -4 | -7 | 1 | -0.5
- CCCc1cc(=O)[nH]c(SCC(=O)c2ccc(S(=O)(=O)N3CCCC3)cc2)n1
  i | -4 | i | 2 | 6 | 0 | 1 | 2 | -4 | -1.4
- O=C(O)CCCCC1SCC2NC(=O)NC21 (configuration not stated)
  i | -1 | i | 82* | 0 | -2 | 3 | -1 | 86* | -1.5
- CC(C)(C)NC(=O)C(c1ccncc1)N(C(=O)Cn1nnc(-c2ccc(F)cc2)n1)c1ccccc1 (configuration not stated)
  i | -1 | i | 0 | -3 | 0 | 0 | -3 | 1 | 0.2
- COc1cccc(CNCc2ccccc2OC)c1
  i | -4 | i | 1 | 2 | -9 | 1 | 1 | 1 | -1.3
- CCOC(=O)C(=O)N1CCN(CC)CC1
  i | 2 | i | -1 | -3 | 4 | -1 | -5 | 2 | -6.4
- CNC(=S)N/N=C/c1cn(Cc2ccc(C)cc2)c2ccccc12
  i | 1 | i | -13 | 0 | 3 | 3 | -5 | -3 | 4.2
- Cn1nc(-c2ccccc2)cc1NC(=O)Nc1ccccc1F
  i | 6 | i | 4 | -1 | -2 | -3 | -4 | 0 | 0.4
- Cn1cc(C=O)c2cc(F)ccc21
  i | -1 | i | 3 | -2 | -6 | -10 | -11 | 2 | 0.3
- Cc1ccc(Sc2ccc(C(=O)N(C)C)cc2[N+](=O)[O-])cc1
  i | -29 | i | 1 | -1 | -6 | -5 | -7 | 5 | 0.2
- O=C(CSc1ncc(C(=O)O)n1-c1ccc(F)cc1)NCc1ccc2c(c1)OCO2
  i | 0 | i | 3 | -2 | -4 | -9 | -6 | 2 | -0.7
- CSc1ccccc1NC(=O)COC(=O)c1ccc(O)cc1
  i | 0 | i | 1 | 8 | -2 | -4 | -12 | -3 | -0.7
- Cc1ccc2cc3c(NC(=O)c4cccnc4)nn(C)c3nc2c1
  i | -10 | i | -6 | -1 | -7 | -4 | -5 | 6.0* | 1.8
- Fc1ccc(-c2csc(NC3=NCCC3)n2)cc1
  i | 3 | i | -2 | 0 | -3 | -4 | -4 | -5 | -0.9
- CN(Cc1cccnc1)C(=O)CC1C(=O)NCCN1CC(c1ccccc1)c1ccccc1 (configuration not stated)
  i | -2 | i | -4 | -5 | -1 | 1 | -2 | -2 | -0.7
- Cc1ccc(-c2ccc(CCC(=O)O)o2)cc1
  i | -1 | i | 3 | 2 | -1 | 5 | 0 | 4 | -1.7
- CCCn1cc(CN2CCC(n3nccc3NC(=O)c3ccccc3)CC2)c(C)n1
  i | 12 | i | -2 | -1 | 6 | 0 | -5 | 4 | -0.8
- O=C(C[C@H]1CC[C@@H]2[C@H](COC[C@H](O)CN2Cc2nccs2)O1)NCc1ccccc1Cl
  i | 3 | x | x | x | x | -1 | x | x | -1.5
- CN(N=Cc1cccc2cccnc12)c1ccc([N+](=O)[O-])cc1[N+](=O)[O-]
  i | -20 | i | 2 | -2 | 5 | -72 | -8 | 0 | 2.0
- CCc1ccc(NC(=O)N(Cc2cccnc2)Cc2ccco2)cc1
  i | 1 | i | 3 | -1 | -3 | -1 | 1 | 1 | 0.0
- Nc1nnc(SCC(=O)N2CCN(c3ccccc3)CC2)s1
  i | 4 | i | 2 | -2 | 1 | -2 | -1 | -2 | -1.4
- O=C(Nc1ccc(N2CCOCC2)cc1)c1cc(F)c(F)cc1Cl
  i | 1 | i | -4 | -2 | -1 | -1 | 1 | 3 | -1.4
- CCCCCC1CCC(c2ccc(/C(N)=N/O)cc2)CC1 (configuration not stated)
  i | -1 | i | 14 | 1 | -2 | 5 | 1 | 2 | 0.2
- Cc1ccc(S(=O)(=O)N2CCN(C)CC2)cc1C
  i | 5 | i | 3 | -2 | 2 | 2 | -4 | -2 | -2.9
- O=C(Nc1cccc2ncccc12)c1cc2ccccc2o1
  i | -6 | i | -11 | 2 | 0 | 1 | 18 | -1 | 1.3
- CCC(COC)NCc1cn(-c2ccc(F)cc2F)nc1-c1ccccc1C (configuration not stated)
  i | -3 | i | 2 | 1 | -3 | 2 | -9 | 0 | -0.5
- COc1cc(Cl)ccc1OCc1cc(C(=O)NCC(C)c2ccccc2)no1 (configuration not stated)
  i | 0 | i | -1 | -1 | -14 | -3 | -13 | 0 | 4.0
- Cc1csc(SCC(=O)NC23CC4CC(CC(C4)C2)C3)n1
  i | 0 | i | 0 | 3 | -1 | 4 | -3 | -4 | 0.9
- N#C/C(=C\c1c(N2CCOCC2)nc2ccccn2c1=O)S(=O)(=O)c1ccccc1
  i | -11 | i | 4 | 3 | -3 | 5 | 54* | -7 | 0.5
- CC1CCN(c2nc3c(cc2C#N)COC(C)(C)C3)CC1
  x | -2 | i | 2 | -1 | -3 | -5 | -2 | 1 | 1.3
- COc1ccc(NS(=O)(=O)c2ccc(NS(C)(=O)=O)cc2)cc1
  i | 1 | i | -6 | -1 | -1 | 5 | -3 | 2 | -1.0
- COc1ccccc1NC(=O)CCn1c(=O)sc2ccccc21
  i | -6 | i | 0 | 3 | 4 | -2 | 0 | 1 | -1.9
- CN(C)c1oc(-c2ccccc2Cl)nc1C#N
  + | -3 | i | 0 | 0 | -3 | -2 | -11 | -6 | -1.4
- COc1ccc(NC(=S)NCc2ccc(S(N)(=O)=O)cc2)cc1OC
  i | -8 | i | 1 | 0 | 5 | -6 | 1 | 0 | -0.3
- CCOC(=O)N1CCN(C(=O)c2ccc(Oc3ccc([N+](=O)[O-])cc3)cc2)CC1
  i | -24 | i | -1 | 0 | 1 | 4 | -1 | -5 | -1.5
- COC(=O)COc1c(Cl)cc(Cl)c2ccc(C)nc12
  i | -1 | i | -3 | 4 | -2 | -3 | -7 | 3 | -0.3
- COc1ccc(NC(=O)c2sc(N3CCOCC3)nc2-c2ccccc2)c(OC)c1
  i | -1 | i | -8 | 2 | 2 | -2 | 3 | 2 | 2.0
- CN(C(=O)c1ccc(C#N)cc1)c1nnc(-c2cnccn2)s1
  i | -10 | i | -1 | -2 | -7 | -1 | -6 | 1 | -1.7
- COc1ccccc1NC(=O)C1CCC(CNc2c(N3CCCCC3)c(=O)c2=O)CC1 (configuration not stated)
  i | -1 | i | 3 | 12 | 1 | -4 | -2 | 0 | -1.7
- Cc1ccccc1C(=O)NNC(=O)Cc1ccccc1
  i | -2 | i | 5 | 0 | -1 | 0 | -3 | 9.3* | -2.5
- CCCCn1c(N)c(N(CCC(C)C)C(=O)CSc2nnc(C)s2)c(=O)[nH]c1=O
  i | 0 | i | 3 | -2 | 5 | 4 | -8 | 2 | -1.5
- CC(OC(=O)CCCC(=O)Nc1ccc(F)cc1)C(=O)c1ccccc1 (configuration not stated)
  i | 2 | i | 0 | -1 | -4 | 0 | -7 | 2 | -1.5
- CC(=O)c1ccc(NC(=O)Nc2ccc([N+](=O)[O-])cc2C)cc1
  i | -1 | i | -9 | 3 | -2 | -1 | 1 | 1 | 2.3
- CC(=O)N1CCc2cc(S(=O)(=O)NCCCOC(C)C)ccc21
  i | -3 | i | 0 | -2 | -5 | 2 | -9 | 2 | -1.3
- Clc1ccc(-c2nnc(SCc3nc4ccccc4s3)o2)cc1
  i | 0 | i | -3 | 0 | 2 | -1 | 13 | -5 | 0.6
- O=C(c1nnc(-c2ccncc2)o1)c1ccccc1Cl
  i | -18 | i | 1 | -2 | 3 | 6 | -1 | -1 | -1.7

Reprinted at random: 2 records from the list
Values in the order – Neddyl block | SUMO1-SIM PPI | Rpn11 block | DNMT1 inh | STEP inh | NadD block | CSN inh | Scp1 inh | Rin1-Abl PPI inh | LMPTP block
- Cc1ccc(S(=O)(=O)N2CCN(C)CC2)cc1C
  i | 5 | i | 3 | -2 | 2 | 2 | -4 | -2 | -2.9
- NC(=O)Cn1cc(/C=N/NC(=O)c2ccc(Cn3cc(Cl)cn3)o2)c(-c2ccccc2)n1
  i | -2 | i | -4 | 0 | -8 | 3 | -5 | -1 | 0.3
